Screening data as filed in PubChem BioAssay.
Menin MLL FP TR = qHTS Assay for Inhibitors Targeting the Menin-MLL Interaction in MLL Related Leukemias: Competition With Texas Red Labeled MLL-derived Mutant Peptide | O00255 | Menin + Texas Red MLL mutant peptide, fluorescence polarization | Potency, µM (highest dose often 61.6 µM), inactives show top-dose FP activity change, negative = inhibition, hits mostly inhibitors | 270,000 tested, 0.23% active; active = well fitted inhibition curve with a large enough effect in the polarisation, with a control signal flat, not every such curve was filed as active; inconclusive = small, poorly fitted or top-dose-only effect, or effect the other way, or a change in a side signal; inactive = no such curve, though single readings can be large or run the other way; the % refers to the polarisation; also: potency is read from the fitted curve at half-maximal effect; % of control where 0% means no effect; many of its hits are not listed in these tables
hERG WT inh = qHTS for Inhibitors of KCHN2 3.1: Wildtype qHTS. Voltage-gated inwardly rectifying potassium channel KCNH2 (Homo sapiens), Q12809. U2OS, BacMam KCNH2, thallium flux FluxOr; active compounds read low. activity change, % at 1.84 µM. 340,000 tested, 0.37% active. AID 720551, 2013;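 active = maximum activity change below -70%; inconclusive = maximum activity change between -70% and -50%; inactive = maximum activity change above -50%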; also: % is scaled to controls: 0 for no effect and ±100 for the full control effect
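U2OS cells transduced with wild-type KCNH2 virus are loaded with FluxOr dye for 45 min, and thallium flux is measured in kinetic reads before and after stimulation buffer. Rate constants are normalized to DMSO controls.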
B2AR arrestin = qHTS assay of beta-arrestin-biased ligands of beta2-adrenergic receptor. Beta-2 adrenergic receptor (Homo sapiens), P07550. beta-arrestin recruitment to beta2AR, cell-based reporter. Potency, µM (doses to about 46.1 µM), for the others: at the top dose activation, most hits filed as activators. 330,000 tested, 0.02% active;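 also: potency is read from the fitted curve at half-maximal effect; 0% = DMSO controls and full agonism = EC100 isoproterenol or metaproterenol; nearly all actives have a fitted effect of over 65% in size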
GALK inhibitor = qHTS Assay for Inhibitors of Human Galactokinase (GALK); P51570; Purified GALK, Kinase-Glo residual ATP luminescence; Potency, µM (titrated, usually from 57.5 µM), inactives show at the top dose activity change, negative = inhibition, most hits filed as inhibitors; 270,000 tested, 0.007% active; AID 1868, 2009; also: potency is read from the fitted curve at half-maximal effect; % is scaled to controls: 0 for no effect and ±100 for the full control effect
Target sequence (P51570 whole entry, looked up): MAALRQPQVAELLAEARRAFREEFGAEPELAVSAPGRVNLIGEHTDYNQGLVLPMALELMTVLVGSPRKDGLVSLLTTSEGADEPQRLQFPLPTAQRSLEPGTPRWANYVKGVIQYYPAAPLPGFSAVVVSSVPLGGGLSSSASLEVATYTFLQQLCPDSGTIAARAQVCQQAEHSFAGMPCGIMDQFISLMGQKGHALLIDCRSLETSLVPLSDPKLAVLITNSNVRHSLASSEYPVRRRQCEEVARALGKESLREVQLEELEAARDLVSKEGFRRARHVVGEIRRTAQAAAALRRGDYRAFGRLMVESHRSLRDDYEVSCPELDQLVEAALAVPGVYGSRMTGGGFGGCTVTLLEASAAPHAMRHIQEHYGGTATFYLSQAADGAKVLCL
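Kinase-Glo Plus luminescence measured ATP left after a 1 h room-temperature reaction. The reaction used 5 nM GALK, 100 uM galactose and 35 uM ATP at pH 8.0 (20 mM HEPES, 5 mM MgCl2, 60 mM NaCl, 1 mM DTT, 0.01% BSA).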
PKM2 act = qHTS Assay for Activators of Human Muscle isoform 2 Pyruvate Kinase. purified PKM2, Kinase-Glo ATP luminescence, activation; response scale: 0% is enzyme alone, no compound. Pyruvate kinase PKM (Homo sapiens), P14618. Potency, µM (highest dose often 57.5 µM), inactives show top-dose activation, most hits filed as activators. AID 1631, 2009. 260,000 tested, 0.34% active; also: potency is read from the fitted curve at half-maximal effect; % is scaled to controls: 0 for no effect and ±100 for the full control effect; nearly all actives have a fitted effect of over 55% in size
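Purified hPK-M2 (>95%) run at intermediate activity with 0.1 mM ADP and 0.5 mM PEP in 50 mM imidazole pH 7.2, KCl, MgCl2; 1 h room temperature. ATP formed read by Kinase-Glo luminescence; normalized to uninhibited and no-enzyme controls.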
CXXC DNA block = qHTS Fluorescence Polarization Assay for Inhibitors of MLL CXXC domain - DNA interaction | Histone-lysine N-methyltransferase 2A (Homo sapiens), Q03164 | MLL-CXXC / FITC-HOXA9 DNA fluorescence polarization | Potency, µM (top dose mostly 115 µM), without a hit: at the highest dose activity change, negative = inhibition, usual class: inhibitors | 290,000 tested, 0.037% active; active = well fitted inhibition curve with a large enough effect in the polarisation, with a control signal flat, not every such curve was filed as active; inconclusive = small, poorly fitted or top-dose-only effect, or effect the other way, or a change in a side signal; inactive = no such curve, though single readings can be large or run the other way; the % refers to the polarisation; also: potency is read from the fitted curve at half-maximal effect
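Steps: dispense CXXC domain solution (7 uM) → pin compounds or unlabeled HOX-A9 DNA control → 5 min ambient → add FLSN-HOX-A9 solution (50 nM) → spin → 30 min ambient → fluorescence polarization. Tris pH 7.5/NaCl/DTT/BSA buffer.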
USP2a block = qHTS Assay for Inhibitors of Ubiquitin-specific Protease USP2a Using CHOP2 as the Reporter; USP2 core, Ub-CHOP2 coupled fluorogenic reporter, 485/531; Potency, µM (doses to about 38.3 µM), inactives show at the highest dose activity change, negative = inhibition, actives largely listed as inhibitors; AID 463254, 2010; 330,000 tested, 0.01% active; Ubiquitin carboxyl-terminal hydrolase 2 (Homo sapiens), O75604;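 also: potency is read from the fitted curve at half-maximal effect; plate controls were DMSO wells for no effect and full inhibition by NEM control for full effect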
Target sequence (O75604 whole entry, looked up): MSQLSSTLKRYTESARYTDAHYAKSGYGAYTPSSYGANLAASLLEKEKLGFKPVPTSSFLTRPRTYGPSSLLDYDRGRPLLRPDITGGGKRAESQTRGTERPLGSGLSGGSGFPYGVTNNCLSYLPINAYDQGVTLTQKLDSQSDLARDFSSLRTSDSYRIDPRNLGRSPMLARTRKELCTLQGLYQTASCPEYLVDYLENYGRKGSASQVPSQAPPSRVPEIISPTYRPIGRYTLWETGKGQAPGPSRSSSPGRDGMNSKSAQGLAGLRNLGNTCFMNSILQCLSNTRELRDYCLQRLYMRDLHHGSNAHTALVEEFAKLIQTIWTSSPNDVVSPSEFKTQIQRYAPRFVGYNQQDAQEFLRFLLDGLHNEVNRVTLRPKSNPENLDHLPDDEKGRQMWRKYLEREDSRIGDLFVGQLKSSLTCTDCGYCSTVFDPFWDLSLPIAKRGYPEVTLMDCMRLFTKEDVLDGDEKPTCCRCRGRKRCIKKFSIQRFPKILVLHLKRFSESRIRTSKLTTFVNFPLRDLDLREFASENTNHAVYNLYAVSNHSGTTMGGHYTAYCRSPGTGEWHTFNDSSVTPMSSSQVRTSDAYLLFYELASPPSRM
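Deubiquitinase activity read as fluorescence (485/531 nm) after Ub-CHOP2 cleavage activates the enterokinase reporter on its substrate; USP2 core 10nM, Ub-CHOP2 and substrate 25nM each, 30min compound preincubation then 60min RT; data normalized to NEM, curves fitted.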
FBPA coupling cs = qHTS Assay for Inhibitors of Fructose-1,6-bisphosphate Aldolase from Giardia Lamblia: Coupling assay counterscreen. coupling enzyme system counterscreen, AmpLite Red fluorescence. activity change, negative = inhibition, % at 58.2 µM, hits read low. 290,000 tested, 0.67% active; in the data active = activity change below about -30%; also: % is scaled to controls: 0 for no effect and ±100 for the full control effect
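Activity here indicates interference with the coupling reaction, not aldolase inhibition. Compounds at 57.5 uM final met coupling enzymes for 10 min at RT; substrate and AmpLite Red detection followed, with a 525/598 nm fluorescence read after 20 min.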
TRPV1 ag = HTS Assay for Compounds that Act as Agonists of the Vanilloid Receptor 1; Transient receptor potential cation channel subfamily V member 1 (Homo sapiens), Q8NER1; 320,000 tested, 0.19% active; activation, % at 8.33 µM; TRPV1-expressing cells, Fluo-8 calcium influx, agonist mode; in the data active = activation above about 80%; inconclusive = between about 30% and that limit; also: 0% is about no effect
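Fluo-8 calcium influx in TRPV1-expressing cells, kinetic read (ex 480/em 520 nm). Compound added and read 3 min for agonist activity, followed by capsaicin at EC20 final and 2 min further read for enhancement.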
Giardia killer = Small Molecules that selectively kill Giardia lamblia: qHTS; Giardia lamblia trophozoite viability; activity change, % at 7.66 µM, hits read low; 340,000 tested, 0.15% active; in the data active = activity change below about -80%; inconclusive = between about -30% and that limit;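 also: parasites exposed to compound for two days anaerobically before the ATP read; % is scaled to controls: 0 for no effect and ±100 for the full control effect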
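Giardia trophozoites, 100 cells per well, were exposed to compounds for 48 hrs at 37 deg C under anaerobic conditions; viability was then read as ATP content by bioluminescence after 15-30 min at room temperature.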
KCNH2 3.1 block = qHTS for Inhibitors of KCHN2 3.1: Mutant qHTS; Potassium voltage-gated channel subfamily H member 2, brain isoform KCNH2 3.1 (human); activity change, % (tested at about 1.8 µM); 340,000 tested, 0.95% active; U2OS KCNH2 3.1, thallium flux FluxOr; active compounds read low;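 active = maximum activity change below -70%; inconclusive = maximum activity change from -70% to -50%; inactive = maximum activity change above -50%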;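 also: thallium influx rate constant from kinetic fluorescence after stimulation buffer; % is scaled to controls: 0 for no effect and ±100 for the full control effect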
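We transduce U2OS cells with the mutant 3.1 virus, culture them overnight, load FluxOr with Red40 quencher for 45 min, then add stimulation buffer and read kinetically for 2 min to derive a normalized rate constant.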
An asterisk follows results filed as active; ? = inconclusive; . = no result given; [ ] = another dose, or the depositor's remark. Unless noted, calls follow the shape of the dose curve; as a rule, active = well fitted curve in the direction sought with a large enough effect; inconclusive = small, poorly fitted or top-dose-only effect, or another doubt; inactive = no such curve, though single readings can be large; an effect the other way counts as inactive or inconclusive.

mol | Menin MLL FP TR | hERG WT inh | B2AR arrestin | GALK inhibitor | PKM2 act | CXXC DNA block | USP2a block | FBPA coupling cs | TRPV1 ag | Giardia killer | KCNH2 3.1 block
O=c1[nH]c(SCc2nc3ccccc3c(=O)n2-c2ccccc2C(F)(F)F)nc2ccccc12 | 12% | 15 | -0.5% | 1% | 17% | 3% | 1% | -1 | 0 | 15 | 3
COc1ccc(-c2nnc3ccc(SCC(=O)Nc4nccs4)nn23)cc1OC | 0% | -6 | -0.4% | -2% | 6% | 3% | 4% | 2 | -5 | 3 | 13
COc1cc2c(cc1OC)C(c1ccc(SC)cc1)CC(=O)N2 (stereo not given) | -18% | -8 | 0.4% | 7% | -8%[11.5 µM] | -6% | 3% | 2 | 4 | -7 | -18
O=C(NCc1ccccc1Cl)c1ccc2c(=O)n(CC3CCCO3)c(=S)[nH]c2c1 (stereo not given) | 21% | 12 | -0.5% | 5% | . | 5% | 1% | 2 | 5 | 16 | -24
Cc1ccc(S(=O)(=O)N2CCCCC2)cc1C(=O)NCCc1ccccc1 | . | 14 | 0.1% | 4% | 11% | -1% | -2% | . | 19 | -8 | -13
O=C(NCc1cccs1)c1cc(-c2ccccc2)nc2ccccc12 | 21% | 7 | 0.2% | -1% | -1% | 3% | -2% | 1 | 29 | 14 | 3
O=C(Nc1ccccc1)OC1CCCCc2cccnc21 (stereo not given) | . | 0 | -0.4% | 3% | 2% | -7% | -2% | 5 | 0 | -7 | 1
Cc1c(NC(=O)CSc2ccc(Cl)cc2)cccc1-c1nc2ncccc2o1 | 43%[activator] | -39 | -0.5% | -1% | -5% | 14% | -1% | -5 | 3 | 10 | 10
CNc1nc(C)c(C#N)c(-c2ccccc2)c1C(C)=O | 8% | 3 | -0.2% | -2% | 3% | 12% | 0% | 4 | 0 | -3 | -3
Cc1ccc(CN2CCN(Cc3ccc4ncccc4c3)CC2CCO)cc1 (stereo not given) | -11% | 6 | 0.5% | 5% | -10% | 5% | 0% | -2 | -1 | 6 | -26
CC(=O)c1sc(NC(=O)c2ccc(Cl)cc2)nc1C | . | -9 | -0.3% | -3% | 4% | -2% | 7% | 3 | 18 | ? | 2
O=[N+]([O-])c1cc(C(F)(F)F)ccc1NCCc1c[nH]c2ccccc12 | ? | 1 | 0.0% | -4% | ? | 7% | -3% | 1 | 1 | -13 | -26
COc1ccc(-n2c(C)cc(C(=O)CN3C(=O)NC4(CCc5ccccc54)C3=O)c2C)cc1 (stereo not given) | -9% | 18 | 0.5% | 1% | 15% | -7% | -13% | 7 | -1 | -15 | 1
COc1ccc(/C=C/C(=O)Nc2cc(S(=O)(=O)N3CCCCC3)ccc2N2CCCCC2)cc1OC | 13% | 1 | -0.8% | 1% | 0% | 8% | 0% | -1 | 1 | 6 | -8
Cc1cc(C(F)F)nn1CC(=O)NC1C(=O)N2C(C(=O)O)=C(CSc3nnnn3C)CSC12 (stereo not given) | -8% | -3 | -0.3% | 1% | 5% | -11% | 8% | -2 | -1 | -2 | -2
CN(C)c1nc(C(=O)OCCO)nc(N(C)C)n1 | -9% | -17 | 0.0% | 2% | 0% | -1% | 1% | 2 | 1 | 10 | -31
CCOC(=O)c1c(C)[nH]c(C)c1S(=O)(=O)N(C)CC(=O)NCc1cccc(Br)c1 | . | -5 | -0.3% | 5% | . | -14% | -6% | . | 16 | 7 | -5
CN(C)S(=O)(=O)c1ccc(NC(=O)CN2CCC(Cc3ccccc3)CC2)cc1 | -22% | -1 | 0.0% | 9% | 20% | -1% | 3% | -3 | 6 | -6 | 2
COCCCn1c(SCc2cccc(C(F)(F)F)c2)nc2cc(OC)c(OC)cc2c1=N | ? | 3 | -1.0% | -3% | 6% | -4% | -10% | -7 | -3 | -22 | 8
CC(C)N(CC#CC(O)(c1ccccc1)c1ccccc1)C(C)C | . | 4 | -0.4% | 0% | -4% | 2% | 0% | 5 | . | -24 | -16
CCOC(=O)c1sc2nc(N3CCOCC3)c3c(c2c1N)CC(C(C)C)OC3 (stereo not given) | 10% | -2 | -0.8% | 1% | -1% | -1% | 0% | 0 | 2 | -2 | -7
COc1ccc(Cn2c(CCC(=O)O)nc3cccnc32)cc1 | 8% | -4 | 0.1% | -2% | -6% | 4% | 3% | 1 | 1 | 12 | -72*
COc1ccccc1C(=O)N1CC2(C)CC1CC(C)(C)C2 (stereo not given) | 14% | -3 | -0.3% | 0% | 7% | 4% | 2% | 2 | 17 | -13 | -9
NC(=O)C(Cc1ccccc1)N1C(=O)c2ccccc2C1=O (stereo not given) | -1% | -2 | -0.3% | 1% | 16% | 0% | 2% | 2 | 6 | -4 | 6
CCc1ccc(NC(=O)C(=O)NCc2ccccn2)cc1 | ? | -25 | 0.3% | 3% | 2% | -4% | -1% | 2 | ? | 17 | 1
O=C(c1ccc(N2CCOCC2)c([N+](=O)[O-])c1)N1CCN(c2ccccc2F)CC1 | . | 6 | -1.1% | . | . | . | 1% | . | . | 8 | 1
CC(C)(C)OC(=O)C[C@@H]1C/C=C\C[C@@H](CC(=O)N(CCO)Cc2ccccc2)C(=O)N2CCC[C@H]2COC1=O | . | 1 | -0.5% | . | . | . | 2% | . | . | 12 | 12
COc1cccc(C2=CC(=O)C[C@H](c3ccc(OC)c(OC)c3)C2)c1 | . | 9 | 0.1% | . | . | . | 4% | . | 17 | 1 | 18
COC(=O)N/N=C(\C)c1ccco1 | -2% | 2 | 0.1% | 0% | -1% | 13% | 2% | 0 | 14 | -12 | -15
O=c1c2ccccc2ncn1-c1ccc(Cl)cc1[N+](=O)[O-] | 14% | -18 | 0.0% | 6% | -9% | 0% | 1% | -2 | 2 | -22 | -7
Fc1ccc(-c2cc(-c3nnc4n3CCCCC4)c3ccccc3n2)cc1 | -7% | 0 | -0.8% | 0% | -7% | -5% | 1% | 0 | 1 | -12 | -7
CN(Cc1ccccc1)S(=O)(=O)c1ccc(NS(C)(=O)=O)cc1 | -6% | 2 | 0.0% | -2% | -2% | 14% | -2% | 3 | 19 | 6 | -3
O=C(NCC1CCCN(C(=O)c2cccc(C(F)(F)F)c2)C1)c1ccc(F)cc1 (stereo not given) | 5% | -3 | -0.1% | 3% | . | -2% | 0% | 3 | 15 | -12 | 16
CN(C)Cc1cc2ccccc2c2c1COC2 | . | 2 | -0.5% | 1% | -3% | -1% | 1% | -1 | -4 | -6 | 9
O=c1[nH]c(C2CCCN(S(=O)(=O)c3ccccc3)C2)nc2c1nnn2Cc1ccccc1 (stereo not given) | -18% | -32 | -0.9% | -5% | -7% | -8% | 0% | -1 | -2 | 9 | -16
CCOc1cccc(-c2cc(C(=O)Nc3ccon3)c3ccccc3n2)c1 | 65%[activator] | -6 | 0.2% | 1% | 6% | 17% | -3% | -11 | -2 | -15 | -6
Cc1ccc(CNS(=O)(=O)c2ccc(CN3C(=O)c4cccnc4C3=O)s2)o1 | 6% | -2 | ? | 6% | 11% | 8% | 1% | 1 | 21 | -8 | -17
O=C(Nc1ccc2c(c1)OCO2)C1CC(c2ccccc2O)=NO1 (stereo not given) | 1% | 0 | -0.6% | 5% | 0% | -14% | -1% | 2 | 11 | 8 | -4
COc1ccc(C(=O)NCc2ccncc2)cc1OC | -1% | 7 | 0.1% | 1% | -2% | -4% | 1% | -1 | 3 | -5 | 17
CCc1ccc(-c2cn(-c3nc(C)cc(C)n3)c(=N)o2)cc1 | 7% | . | 0.5% | -1% | 5% | 1% | 2% | 4 | 21 | -2 | -5
Cn1ncc(N=Cc2c(O)ccc3ccccc23)c1C(=O)Nc1cccc(Cl)c1 | ? | 5 | -1.8% | 7% | -7% | 45µM* | 6% | -12 | -3 | 6 | 19

These rows are one share of the data; rates above refer to the full screens.
